RSV antiviral HEp-2 = RSV antiviral activity via CPE protection, HEp-2 cells, primary 10 µM value included (AID 2391); 0.13% of 310,000 active; HEp-2 cells, RSV-induced CPE inhibition; higher % means a stronger effect; CPE inhibition, % at 10 µM, or IC50 in µM where a hit was titrated; in the data active = a potency from the dose series; inconclusive = CPE inhibition mostly from about 23% at the one dose, without a potency; inactive = the rest, 99 in 100 with CPE inhibition below about 21%; also: strong numbers were not always called active
Dengue-2 NS5 capping = Dengue-2 NS5 methyltransferase inhibitors, primary screen, biochemical, confirmation dose response (AID 588689). Genome polyprotein (Dengue virus type 2 (strain 16681-PDK53)). 0.3% of 340,000 active. inhibition, % at 25 µM; hits with a dose series show IC50 in µM. Dengue-2 NS5 methyltransferase capping enzyme assay, biochemical; higher % means a stronger effect; in the data active = a potency from the dose series; inconclusive = inhibition above about 29% without an active follow-up result
GPR55 antagonists = GPR55 antagonists blocking LPI-driven arrestin recruitment, primary screen, imaging, U2OS, beta-arrestin-GFP, LPI agonist (AID 2013). one-dose inhibition, % at 10 µM; IC50 in µM for titrated hits. G-protein coupled receptor 55 (Homo sapiens). U2OS GPR55 beta-arrestin-GFP translocation imaging, LPI antagonism; higher % means a stronger effect. 0.13% of 290,000 active;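 active = spots per cell inhibited over 60%, with over 100 cells counted and total cytoplasm intensity under 500,000; inconclusive = wells with under 100 cells, flagged as likely toxic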;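 also: U2OS cells stably carrying GPR55 and arrestin-GFP stimulated by 5 µM LPI near EC80; imaged beta-arrestin-GFP aggregate spots per cell after agonist stimulation; plate controls were LPI-stimulated DMSO wells for no effect and DMSO wells without LPI for full effect; some results filed as inactive read as strong as hits; confirmed hits need IC50 under 10 µM and bright autofluorescent wells are also inconclusive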
PhoP inhibition = inhibitors of PhoP regulon expression, primary screen, Salmonella Typhimurium, GFP reporter (AID 1863); S. Typhimurium PhoP-regulated promoter GFP reporter, 4 h; higher % means a stronger effect; one-dose inhibition, % at 50 µM; IC50 in µM for titrated hits; 0.16% of 300,000 active;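 active = inhibition over 29.93%, a cutoff 3 SD above the screen mean, later confirmed by dose response; inconclusive = inhibition over 29.93% but no dose response follow-up; inactive = inhibition at most 29.93% or unconfirmed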;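 also: 0% = low Mg2+ inducing control and 100% = high Mg2+ repressing control; strong numbers were not always called active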
K1F lysis inhibition = inhibition of K1F phage lysis, E. coli UTI89, bacterial capsule biogenesis inhibitors, alamar blue (AID 488966) | E. coli UTI89 K1F phage lysis, alamar blue, 2 h; higher % means a stronger effect | inhibition, % at 100 µM, or IC50 in µM where a hit was titrated | 0.02% of 340,000 active;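 active = phage lysis inhibition, versus mean bacterial control, above a set limit; inconclusive = no clear call, values can overlap the other calls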;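 also: capsule biogenesis inhibitors block K1F phage lysis so surviving cells raise fluorescence; higher fluorescence means more inhibition of phage lysis; actives were called in the ten point dose series up to 300 µM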
SV40 large T antigen = SV40 large T antigen inhibitors, biochemical (AID 1903) | SV40 large T antigen ATPase/helicase inhibition assay; higher % means a stronger effect | inhibition, % at 20 µM; hits with a dose series show IC50 in µM | 0.39% of 310,000 active; in the data active = a potency from the dose series; inconclusive = inhibition mostly from about 32% at the one dose, without a potency; inactive = the rest, 99 in 100 with inhibition below about 32%; also: strong numbers were not always called active
HIV fusion peptide = inhibitors of HIV fusion peptide binding, primary screen, biochemical, uHTS, fluorescence dequenching (AID 1986). 0.3% of 290,000 active. cell-free peptide binding, fluorescence dequenching, 30 min; higher % means a stronger effect. inhibition, % at 20 µM, or IC50 in µM where a hit was titrated; in the data active = inhibition mostly above about 52%, no sharp cut-off; inactive = mostly below about 76%; also: some results filed as inactive read as strong as hits
Rac1 GTP hydrolysis = MgcRacGAP GTPase-activating activity inhibitors, confirmation, biochemical, ADP Hunter fluorescence. Rac GTPase-activating protein 1 (Homo sapiens). MgcRacGAP-stimulated Rac1 GTP hydrolysis, ADP Hunter fluorescence; higher % means a stronger effect; GST-tagged Rac1 F28L mutant substrate. inhibition, % at 30 µM, or IC50 in µM where a hit was titrated. 0.6% of 340,000 active;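 active = first-screen hits whose inhibition reached a set limit at any dose in the follow-up dose series; inconclusive = inhibition above the set first-screen limit but never retested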;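 also: fluorescence reports GDP produced by GAP-driven GTP hydrolysis; strong numbers were not always called active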
GPR35 arrestin U2OS = GPR35 antagonists blocking zaprinast-driven arrestin recruitment, primary screen, imaging, U2OS, beta-arrestin-GFP, zaprinast agonist (AID 2058). G-protein coupled receptor 35 (Homo sapiens). U2OS GPR35 beta-arrestin-GFP translocation imaging, zaprinast antagonism; higher % means a stronger effect. inhibition, % at 10 µM; hits with a dose series show IC50 in µM. 0.052% of 290,000 active;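 active = inhibition of at least 50% with at least 30 cells and total cytoplasm GFP at most 10,000,000; inconclusive = under 30 cells or total GFP of 10,000,000 plus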
Dengue-2 NS5 capping pilot replicate = recorded beside Dengue-2 NS5 capping, whose call it bears; inhibition, %; measured here: pilot screen replicate inhibition
The depositor's hits bear a star; [ ] = remark or other dose.

CCNc1c(NS(=O)(=O)c2ccc(C3CCCCC3)cc2)c(=O)oc2ccccc12 was read as RSV antiviral HEp-2 12%, Dengue-2 NS5 capping -4%, GPR55 antagonists -8%, PhoP inhibition -3%, K1F lysis inhibition 0.3%, SV40 large T antigen 7%, HIV fusion peptide 0.4%, Rac1 GTP hydrolysis 2% and GPR35 arrestin U2OS 4%.
Screening COc1cc(OC)cc(C(=O)NNC(=O)CCc2ccccc2)c1 returned RSV antiviral HEp-2 0.2%, Dengue-2 NS5 capping 0%, GPR55 antagonists 8%, PhoP inhibition -3%, K1F lysis inhibition -0.1%, SV40 large T antigen 13%, HIV fusion peptide -1.3%, Rac1 GTP hydrolysis 5% and GPR35 arrestin U2OS 4%.
NC(=O)CSc1nnc(-c2ccccc2Br)n1-c1cccc(C(F)(F)F)c1 was read as RSV antiviral HEp-2 2.2%, Dengue-2 NS5 capping 0%, GPR55 antagonists 7%, PhoP inhibition 3%, K1F lysis inhibition 0.0%[50 µM], SV40 large T antigen 10%, HIV fusion peptide 1.3%, Rac1 GTP hydrolysis 4% and GPR35 arrestin U2OS -14%.
Cc1ccc(SCc2c(-c3ccccc3)nn(C)c2Cl)cc1 was read as Dengue-2 NS5 capping 3%, GPR55 antagonists 7%, PhoP inhibition -8%, K1F lysis inhibition 1.0%, SV40 large T antigen 5%, HIV fusion peptide 0.5%, Rac1 GTP hydrolysis 3% and GPR35 arrestin U2OS -8%.
`COc1ccc(Cl)cc1NC(=O)CN(C)CC(=O)Nc1ccccc1N1CCOCC1` gave RSV antiviral HEp-2 -1.1%, Dengue-2 NS5 capping -5%, GPR55 antagonists -26%, PhoP inhibition 9%, K1F lysis inhibition 0.3%, SV40 large T antigen 7%, HIV fusion peptide 2.2%, Rac1 GTP hydrolysis 8% and GPR35 arrestin U2OS 5%.
CCN1CCN(c2ccc(S(=O)(=O)N3CCCCC3)cc2NC(=O)c2ccccc2)CC1 was read as RSV antiviral HEp-2 -1.7%, Dengue-2 NS5 capping -2%, PhoP inhibition -7%, K1F lysis inhibition 1.4%[50 µM], SV40 large T antigen 4% and Rac1 GTP hydrolysis 8%.
O=C(NCCc1c[nH]c2ccccc12)/C(=C\c1cccnc1)NC(=O)c1ccco1 was read as RSV antiviral HEp-2 1.0%, Dengue-2 NS5 capping -1%, GPR55 antagonists 5%, PhoP inhibition -4%, K1F lysis inhibition 5.3%, SV40 large T antigen -1%, HIV fusion peptide -1.0% and Rac1 GTP hydrolysis 1%.
`NC(=O)c1cc(S(=O)(=O)NCCCc2ccccc2)cs1` gave RSV antiviral HEp-2 19%, Dengue-2 NS5 capping -1%, GPR55 antagonists 11%, PhoP inhibition -2%, K1F lysis inhibition 0.0%, SV40 large T antigen 10%, HIV fusion peptide 1.9%, Rac1 GTP hydrolysis 5% and GPR35 arrestin U2OS 4%.
For Cc1ccc(NC(=O)Nc2cnccn2)c(C)c1 the results were RSV antiviral HEp-2 21%, Dengue-2 NS5 capping -4%, GPR55 antagonists 1%, PhoP inhibition -6%, K1F lysis inhibition -0.8%[50 µM], SV40 large T antigen 14%, HIV fusion peptide 0.6%, Rac1 GTP hydrolysis -2% and GPR35 arrestin U2OS -1%.
`Cc1ccc(NC(=O)c2cccnc2)cc1S(=O)(=O)N1CCOCC1` gave RSV antiviral HEp-2 1.6%, Dengue-2 NS5 capping -4%, PhoP inhibition -6%, K1F lysis inhibition 1.7%[50 µM], SV40 large T antigen 5% and Rac1 GTP hydrolysis 11%.
For Cc1cccc(NC(=O)CN(CCc2ccccc2)S(C)(=O)=O)c1 the results were RSV antiviral HEp-2 12%, Dengue-2 NS5 capping 3%, GPR55 antagonists 10%, PhoP inhibition -3%, K1F lysis inhibition 0.1%, SV40 large T antigen 11%, HIV fusion peptide -1.1%, Rac1 GTP hydrolysis 5% and GPR35 arrestin U2OS 12%.
Screening CN(Cc1ccc(Cl)cc1)C(=O)CNC(=O)C12CC3CC(CC(C3)C1)C2 returned RSV antiviral HEp-2 -0.5%, Dengue-2 NS5 capping -4%, K1F lysis inhibition -0.3%[50 µM] and Rac1 GTP hydrolysis 9%.
CC(C)N(Cc1nccn1C)C(=O)c1cc(COc2ccc(-n3cncn3)cc2)on1 was read as RSV antiviral HEp-2 0.0%, Dengue-2 NS5 capping 1%, GPR55 antagonists -1%, PhoP inhibition 4%, K1F lysis inhibition 1.1%[50 µM], SV40 large T antigen 24%, HIV fusion peptide -0.3%, Rac1 GTP hydrolysis 1% and GPR35 arrestin U2OS 5%.
`CCCCC(=O)NC(c1ccc(N(C)C)cc1)c1ccc2cccnc2c1O` (configuration not stated) gave RSV antiviral HEp-2 1.7%, Dengue-2 NS5 capping 7%, GPR55 antagonists -1%, PhoP inhibition 28%, K1F lysis inhibition 0.9%, SV40 large T antigen 13%, HIV fusion peptide -1.3%, Rac1 GTP hydrolysis 9% and GPR35 arrestin U2OS 6%.
Screening CC(=O)c1cccc(NC(=O)c2cc(=O)[nH]c3ccccc23)c1 returned RSV antiviral HEp-2 1.5%, Dengue-2 NS5 capping 1%, GPR55 antagonists 8%, PhoP inhibition 0%, K1F lysis inhibition 0.2%, SV40 large T antigen 2%, HIV fusion peptide -0.5%, Rac1 GTP hydrolysis 9% and GPR35 arrestin U2OS 4%.
CC(Oc1ccc(-c2ccccc2)c(F)c1)c1ccn(S(=O)(=O)c2ccc(F)cc2)n1 (configuration not stated) was read as RSV antiviral HEp-2 6.7%, Dengue-2 NS5 capping -8%, GPR55 antagonists -4%, PhoP inhibition 11%, K1F lysis inhibition 0.0%, HIV fusion peptide -0.5%, Rac1 GTP hydrolysis 4% and GPR35 arrestin U2OS -16%.
`Cc1ccc(S(=O)(=O)N2CCN(CC(=O)N/N=C\c3ccc(O)c(O)c3)CC2)cc1` gave RSV antiviral HEp-2 0.6%, Dengue-2 NS5 capping -5%, GPR55 antagonists 1%, PhoP inhibition 2%, K1F lysis inhibition 2.4%[50 µM], SV40 large T antigen 10µM*, HIV fusion peptide 7.5%, Rac1 GTP hydrolysis inconclusive and GPR35 arrestin U2OS -7%.
For O=C(Cc1cccs1)N1CCN=C1SCc1ccccc1Cl the results were RSV antiviral HEp-2 0.1%, Dengue-2 NS5 capping -7%, GPR55 antagonists 2%, PhoP inhibition -1%, K1F lysis inhibition 0.6%, SV40 large T antigen 9%, HIV fusion peptide -1.9%, Rac1 GTP hydrolysis 2% and GPR35 arrestin U2OS -19%.
For CCC1(CC)NC(=O)N(CC(=O)OC(C)C(=O)Nc2ccccc2OC)C1=O (configuration not stated) the results were RSV antiviral HEp-2 0.6%, Dengue-2 NS5 capping -1%, PhoP inhibition 3%, K1F lysis inhibition -0.6%[50 µM], SV40 large T antigen 0% and Rac1 GTP hydrolysis 2%.
`COc1ccc(C(CNC(=O)c2ccc(OCC3CCCO3)cc2)N2CCOCC2)cc1` (configuration not stated) gave RSV antiviral HEp-2 1.4%, Dengue-2 NS5 capping 9%, GPR55 antagonists 4%, PhoP inhibition 2%, K1F lysis inhibition 3.5%, SV40 large T antigen 3%, HIV fusion peptide 0.5%, Rac1 GTP hydrolysis 12% and GPR35 arrestin U2OS -1%.
`COC(=O)C1=C(N)n2c(s/c(=C\c3cccnc3)c2=O)=C(C(=O)OC)C1c1cccnc1` (configuration not stated) gave GPR55 antagonists 11%, PhoP inhibition 1%, SV40 large T antigen 0%, HIV fusion peptide -4.0% and GPR35 arrestin U2OS 9%.
CCCNC(=O)Cn1sc2nc(C)cc(C)c2c1=O was read as RSV antiviral HEp-2 -0.7%, Dengue-2 NS5 capping -24%, GPR55 antagonists -6%, PhoP inhibition -10%, K1F lysis inhibition -0.3%, SV40 large T antigen 9%, HIV fusion peptide 0.3%, Rac1 GTP hydrolysis 13% and GPR35 arrestin U2OS -6%.
`O=C(NC1CCCC1)C(NS(=O)(=O)c1cccc2nsnc12)c1ccccc1` (configuration not stated) gave RSV antiviral HEp-2 2.1%, Dengue-2 NS5 capping -6%, GPR55 antagonists 13%, PhoP inhibition 17%, K1F lysis inhibition 0.6%, SV40 large T antigen 0%, HIV fusion peptide -1.2%, Rac1 GTP hydrolysis -3% and GPR35 arrestin U2OS -4%.
`O=C(COc1ccc([N+](=O)[O-])cc1)NNC(=O)c1cccnc1` gave RSV antiviral HEp-2 1.1%, Dengue-2 NS5 capping -2%, GPR55 antagonists -2%, PhoP inhibition -2%, K1F lysis inhibition 0.3%, SV40 large T antigen 8%, HIV fusion peptide 0.3%, Rac1 GTP hydrolysis 5% and GPR35 arrestin U2OS 5%.
Screening Cc1nc(NC(=O)c2cc(-n3cnnc3)ccc2Cl)ccc1Br returned RSV antiviral HEp-2 0.8%, Dengue-2 NS5 capping -3%, GPR55 antagonists -2%, PhoP inhibition -7%, K1F lysis inhibition 0.2%, SV40 large T antigen 4%, HIV fusion peptide 1.1%, Rac1 GTP hydrolysis 1%, GPR35 arrestin U2OS -9% and Dengue-2 NS5 capping pilot replicate -2.7.
`O=C(CN1C(=O)C2CCCCC2C1=O)N1CCN(c2ncccn2)CC1` (configuration not stated) gave RSV antiviral HEp-2 -0.7%, Dengue-2 NS5 capping -1%, GPR55 antagonists -19%, PhoP inhibition -9%, K1F lysis inhibition 2.1%, SV40 large T antigen 10%, HIV fusion peptide 0.5%, Rac1 GTP hydrolysis 5% and GPR35 arrestin U2OS 16%.
`CCC(Oc1cccc(Cl)c1)C(=O)N1CCCN(C)CC1` (configuration not stated) gave RSV antiviral HEp-2 0.6%, Dengue-2 NS5 capping -3%, GPR55 antagonists 20%, PhoP inhibition 1%, K1F lysis inhibition 0.2%, SV40 large T antigen 11%, HIV fusion peptide 0.1%, Rac1 GTP hydrolysis 6% and GPR35 arrestin U2OS 16%.
`CNc1ccc(Cl)nn1` gave RSV antiviral HEp-2 -1.0%, Dengue-2 NS5 capping -1%, GPR55 antagonists 2%, PhoP inhibition -9%, K1F lysis inhibition 0.1%, SV40 large T antigen -2%, HIV fusion peptide 1.0%, Rac1 GTP hydrolysis 3% and GPR35 arrestin U2OS -5%.
Screening CS(=O)(=O)N(CC(=O)NN=C1CCCCCC1)c1ccc(Oc2ccccc2)cc1 returned RSV antiviral HEp-2 -0.8%, Dengue-2 NS5 capping 4%, GPR55 antagonists 1%, PhoP inhibition -3%, K1F lysis inhibition 0.4%, SV40 large T antigen 4%, HIV fusion peptide -3.0%, Rac1 GTP hydrolysis -1% and GPR35 arrestin U2OS -1%.

From PubChem
